RXFP1 ag = activates the human relaxin receptor RXFP1. Q9HBX9. 370,000 tested, 0.3% active. Potency, µM (series often up to 57.5 µM), inactives show at the highest dose activation, hits mostly activators. HEK293T-RXFP1 cAMP TR-FRET, 30 min; response scale: percent of porcine relaxin response, buffer zero; further: on the % scale 0 is the no-effect control and ±100 the full control effect; nearly all actives have a fitted effect of over 60% in size; many of its hits are not listed in these tables
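Agonist response is measured as cAMP accumulation in an RXFP1-transfected HEK293T line under PDE4 inhibition. Values are scaled between buffer-only and 29 nM porcine relaxin, and EC50s come from standard Hill equation fits.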
mIDH1 inhibitor = human IDH1 R132H inhibition; Potency, µM (titrated, usually from 76.6 µM), for inactives: top-dose activity change, negative = inhibition, most hits filed as inhibitors; IDH1-R132H enzyme, NADPH consumption, diaphorase/resazurin fluorescence; 390,000 tested, 0.093% active; O75874; further: on the % scale 0 is the no-effect control and ±100 the full control effect; nearly all actives have a fitted effect of over 65% in size
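IDH1-R132H (0.5 ug/mL dispensed) in pH 7.5 Tris buffer was preincubated 30 min with compound, then given a substrate mix of 0.016 mM NADPH and 2 mM alpha-KG for 80 min at room temperature; remaining NADPH was read by diaphorase/resazurin fluorescence.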
Vif-A3G inh = inhibitors of Vif-APOBEC3G interaction; 410,000 tested, 0.076% active; AID 602310; Potency, µM (top dose mostly 46.1 µM), inactives show at the top dose activity, negative = active, most hits filed as inhibitors; HeLa A3G-eYFP + Vif (tagged APOBEC3G with the HIV-1 protein that degrades it), YFP fluorescence, overnight;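 further: on the % scale 0 is the no-effect control and ±100 the full control effect; nearly all actives have a fitted effect of over 60% in size; hits raise eYFP signal because A3G escapes Vif-driven loss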
Target sequence (Q9HC16 whole entry, looked up): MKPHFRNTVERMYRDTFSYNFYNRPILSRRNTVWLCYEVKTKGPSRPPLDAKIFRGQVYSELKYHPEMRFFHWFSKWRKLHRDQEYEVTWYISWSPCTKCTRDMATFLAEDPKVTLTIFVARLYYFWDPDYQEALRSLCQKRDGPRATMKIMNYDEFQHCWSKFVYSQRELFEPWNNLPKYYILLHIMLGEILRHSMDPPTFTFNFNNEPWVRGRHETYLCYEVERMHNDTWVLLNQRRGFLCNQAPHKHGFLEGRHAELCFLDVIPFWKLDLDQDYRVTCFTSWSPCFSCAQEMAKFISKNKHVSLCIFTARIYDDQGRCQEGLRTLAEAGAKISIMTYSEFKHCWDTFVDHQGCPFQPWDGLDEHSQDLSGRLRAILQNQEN
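Read-out is eYFP fluorescence (Ex 488/Em 500-530) from Vif-expressing HeLa A3G-eYFP cells; more signal means A3G escaped Vif-mediated degradation. Cells plated overnight, compound pinned in, incubated overnight at 37 deg C.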
Vif-APOBEC3F blk = Vif-A3F binding inhibition; HeLa A3F-eYFP + Vif (tagged APOBEC3F with the HIV-1 protein that degrades it), YFP fluorescence increase; Potency, µM (highest dose often 46.1 µM), for the others: at the top dose activity, negative = active; 390,000 tested, 0.2% active; AID 602313; further: % of control where 0% means no effect; nearly all actives have a fitted effect of over 65% in size
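HeLa cells stably expressing Vif plus C-terminally eYFP-tagged A3F were seeded, incubated overnight at 37 deg C, dosed with compound, incubated overnight again at 37 deg C. Yellow fluorescence (Ex 488/Em 500-530) reported blocked Vif-mediated A3F-eYFP degradation.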
USP1 inh = inhibitors of human USP1/UAF1 deubiquitinase; Potency, µM (doses to about 57.1 µM), for the others: at the highest dose activity change, negative = inhibition, hits mostly inhibitors; O94782; AID 743255; 390,000 tested, 0.23% active; recombinant USP1/UAF1, Ub-Rhodamine cleavage fluorescence; further: on the % scale 0 is the no-effect control and ±100 the full control effect; nearly all actives have a fitted effect of over 60% in size; inactives centre near -12
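USP1/UAF1 complex (1 nM) preincubated 15 min at room temperature with compound, then Ub-Rho substrate (150 nM final) added. Kinetic fluorescence at 480/540 nm over 6 reads at 60 s intervals; 50 mM HEPES pH 7.8, 0.5 mM EDTA, 0.1 mg/ml BSA, 1 mM TCEP, 0.01% Tween-20.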
TrxR1 substrate = rat thioredoxin reductase 1 substrate activity | O89049 | purified TrxR1 substrate turnover, NADPH consumption readout | Potency, µM (titrated, usually from 114 µM), without a hit: at the top dose activity change, negative = substrate turnover | 390,000 tested, 0.01% active | AID 588456; further: on the % scale 0 is the no-effect control and ±100 the full control effect; nearly all actives have a fitted effect of over 50% in size
Target sequence (O89049 whole entry, looked up): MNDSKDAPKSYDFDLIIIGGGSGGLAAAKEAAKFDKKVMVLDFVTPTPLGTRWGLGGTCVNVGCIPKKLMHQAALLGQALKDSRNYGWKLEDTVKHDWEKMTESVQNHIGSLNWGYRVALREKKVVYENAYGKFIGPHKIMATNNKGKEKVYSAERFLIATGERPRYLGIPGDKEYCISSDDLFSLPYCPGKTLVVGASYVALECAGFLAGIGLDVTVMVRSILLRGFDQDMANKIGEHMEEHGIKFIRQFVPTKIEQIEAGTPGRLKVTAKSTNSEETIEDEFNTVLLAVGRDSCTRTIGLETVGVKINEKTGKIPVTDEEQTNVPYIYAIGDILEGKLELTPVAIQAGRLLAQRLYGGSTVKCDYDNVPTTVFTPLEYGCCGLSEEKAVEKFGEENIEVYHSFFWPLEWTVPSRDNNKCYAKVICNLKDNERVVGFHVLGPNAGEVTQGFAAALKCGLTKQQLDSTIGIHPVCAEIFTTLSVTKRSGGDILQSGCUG
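Rat TrxR1, dispensed at 90 nM, was prereduced with 400 uM NADPH (final) for 5 min at ~22 deg C, then incubated with compound 15 min before 400 uM selenite. A first-read NADPH fluorescence drop versus no-compound background flagged substrates.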
TrxR1 inh = rat TrxR1 inhibition; recombinant rTrxR1, NADPH fluorescence consumption, selenite substrate; 390,000 tested, 1% active; AID 588453; Potency, µM (doses to about 114 µM), without a hit: top-dose activity change, negative = inhibition, hits mostly inhibitors; further: on the % scale 0 is the no-effect control and ±100 the full control effect; nearly all actives have a fitted effect of over 65% in size
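Rat TrxR1 (90 nM in the dispensed reagent) was pre-reduced with 400 uM NADPH for 5 min at room temperature, then incubated with compound for 15 min. After 400 uM selenite was added, NADPH fluorescence (Ex 340/Em 450 nm) was followed for 8 min.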
RGS4 inhibitor = inhibitors of human regulator of G protein signaling 4. P49798. Transcreener GDP fluorescence polarization, RGS4-accelerated GTP hydrolysis. Potency, µM (top dose mostly 114 µM), for the others: at the highest dose activity change, negative = inhibition, actives largely listed as inhibitors. 390,000 tested, 0.039% active. AID 504845; further: on the % scale 0 is the no-effect control and ±100 the full control effect; nearly all actives have a fitted effect of over 75% in size; some results filed as inactive show a strong effect at the top dose
Target sequence (P49798 whole entry, looked up): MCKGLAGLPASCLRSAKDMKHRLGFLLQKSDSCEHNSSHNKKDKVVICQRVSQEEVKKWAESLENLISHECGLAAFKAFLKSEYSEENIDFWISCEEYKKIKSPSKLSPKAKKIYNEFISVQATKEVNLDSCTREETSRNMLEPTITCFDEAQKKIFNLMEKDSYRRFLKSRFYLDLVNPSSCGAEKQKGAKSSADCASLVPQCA
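MLSMR compounds (23 nl, pin-transferred) preincubated 10 min at room temperature with a 500nM (2x) first reagent, then RGS4 at 900nM (2x) plus Transcreener GDP mix added; fluorescence polarization (620/688 nm) read before and after 90 min at 30 °C.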
12-LOX inh = inhibitors of human 12S-lipoxygenase ALOX12; P18054; purified 12hLO, xylenol orange hydroperoxide absorbance; Potency, µM (titrated, usually from 108 µM), for inactives: at the top dose activity change, negative = inhibition, hits mostly inhibitors; 580,000 tested, 1.1% active; AID 1671190; further: on the % scale 0 is the no-effect control and ±100 the full control effect
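Purified human 12hLO (150 nM final) in 25 mM Hepes, 0.01% Triton X-100, pH 7.0 was preincubated 15 min at room temperature with compound. Then 40 uM arachidonic acid was added, 30 min. Hydroperoxide was read by Fe-XO absorbance ratio 573/405 nm.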
* hit, by the source's call; u = inconclusive; x = not tested or not shown; & = joins results of further samples; [ ] = dose if it differs, or a comment. The call rests on the fitted dose curve; in most records, active means well fitted curve in the direction sought with a large enough effect; inconclusive means small, poorly fitted or top-dose-only effect, or another doubt; inactive means no such curve, though single readings can be large; an effect the other way counts as inactive or inconclusive. Potency means the concentration at half of the fitted maximal effect.

entry	smiles	RXFP1 ag	mIDH1 inhibitor	Vif-A3G inh	Vif-APOBEC3F blk	USP1 inh	TrxR1 substrate	TrxR1 inh	RGS4 inhibitor	12-LOX inh
1	CCc1ccccc1NC(=O)CN1C(=O)c2ccccc2S1(=O)=O	0.0%	8.1%	-1.3%	3.3%	-5.5%	3.3%	4.4%	-21.7%	-17.0%
2	CCOC(=O)C1CSC(CC(=O)Nc2ccc(OCC)cc2)C(=O)N1 (stereo not drawn)	1.3%	-3.5%	1.0%	u	6.3%	-7.6%	-10.3%	-14.4%	-12.1%
3	O=C(Nc1cccc(C(=O)N2CCCCC2)c1)C1CCC1	x	1.9%	-4.1%	2.8%	-24.9%	5.8%	16.6%	-24.7%	u
4	Cc1cc(C)c(S(=O)(=O)Nc2ccccc2C(=O)N2CCCC2)c(C)c1	4.1%	8.0%	-0.3%	-0.9%	-3.9%	-8.6%	-1.0%	28.6%	59.6%[activator]
5	CN(C)CCCNc1ncnc2c1cnn2Cc1ccccc1Cl	2.4%	4.4%	-8.3%	8.0%	-13.5%	-1.2%	19.0%	13.6%	u
6	CC1=CC(C)(C)[N+](C)(C)c2ccc(C)cc21	2.5%	-6.2%	5.0%	-22.8%	-8.4%	0.4%[57.1 µM]	4.9%[57.1 µM]	-44.6%	u
7	COc1cc(NC(=O)c2cccs2)c(OC)cc1NC(=O)Cc1ccccc1	3.0%	7.4%	-5.3%	1.0%	-7.9%	-18.0%[57.1 µM]	15.0%[57.1 µM]	-19.1%	8.6%
8	CCN(CC)S(=O)(=O)c1cccc(C(=O)N/N=C/c2c(C)nn(-c3ccccc3)c2Cl)c1	0.2%	-1.0%	0.1%	0.0%	-19.9%	-0.6%[57.1 µM]	-10.5%[57.1 µM]	u	-8.4%
9	COC(=O)CC1C(=O)NCCN1C(=S)Nc1cccc(C(F)(F)F)c1 (stereo not drawn)	0.3%	-7.9%	-1.0%	-7.6%	-11.9%	2.8%	7.3%[57.1 µM]	2.9%	0.8%
10	CC1CN(C2CCN(C(=O)COc3ccccc3)CC2)CC(C)O1 (stereo not drawn)	-0.1%	5.3%	3.2%	4.8%	-16.7%	1.5%	-15.2%	0.9%	u
11	CCOc1ncc(S(=O)(=O)N2CCN(CC)CC2)cc1C(=O)O	3.9%	-18.8%	-1.8%	1.9%	-27.4%	5.0%	19.8%	7.9%	7.2%
12	O=C1Nc2ccc3c(c2C1=Cc1cc2c(cc1Br)OCO2)OCO3	x	-4.3%	u	0.6%	-4.3%	-5.5%	-5.3%	-2.2%	u
13	Cc1noc2ncnc(N3CCCC3)c12	25.2%	7.4%	-0.4%	-1.1%	-19.1%	-2.9%	13.1%	7.6%	-2.1%
14	O=C(/C=C/c1ccco1)NC1=NCCS1	2.6%	1.3%	4.3%	-0.8%	-3.6%	-7.0%	u	2.3%	-4.5%
15	CCCCn1c(N)c(N(CCC(C)C)C(=O)CC2CCCC2)c(=O)[nH]c1=O	2.0%	1.9%	0.1%	-10.1%	-7.3%	1.5%[57.1 µM]	16.0%	-5.9%	-4.5%

Next records:
entry	smiles	RXFP1 ag	mIDH1 inhibitor	Vif-A3G inh	Vif-APOBEC3F blk	USP1 inh	TrxR1 substrate	TrxR1 inh	RGS4 inhibitor	12-LOX inh
16	C=CCNC(=O)CC(=O)N/N=C/c1cccs1	-0.1%	1.4%	-7.5%	2.0%	-12.7%	4.3%	23.7%	-44.8%	97.2%[activator]
17	CN1C(=O)CC(c2ccccc2)CC1=O	-0.4%	0.6%	0.2%	-3.1%	-8.7%	-7.6%	0.5%	14.8%	-10.0%
18	O=C(Cc1ccccc1)NCc1n[nH]c(=S)n1-c1ccc(Br)cc1	1.7%	8.2%	1.6%	-0.9%	-11.1%	-24.2%[57.1 µM]	9.8%[57.1 µM]	u	u
19	COc1ccc2c(c1)CCCC2NS(=O)(=O)OCC(Cl)(Cl)Cl (stereo not drawn)	-1.8%	14.3%	1.2%	-12.1%	u	-6.2%	0.8%	-5.6%	u
20	OCC[C@@H]1C[C@H](O)[C@@H](O)[C@@]2(OCCCc3ccccc32)O1	-0.9%	16.1%	2.8%	1.2%	-12.5%	4.3%	12.8%	2.0%	-13.5%
21	COc1ccc(-c2csc(CCn3nc(C)cc3C)n2)cc1	2.4%	23.6%	0.3%	6.6%	u	7.2%[57.1 µM]	21.9%	-34.4%	-17.5%
22	CCOc1ccc([C@@H]2CC=C(C(=O)O)CN2S(=O)(=O)c2ccc(C)cc2)cc1	2.4%	4.6%	-0.4%	6.2%	-29.3%	-4.8%[57.1 µM]	12.2%[57.1 µM]	-12.4%	u
23	COc1cccc(C(=O)NCCOc2cc(C)cc(C)c2)c1	-0.3%	7.6%	-7.4%	0.1%	-11.9%	-4.7%	-8.4%	-7.8%	-7.8%
24	COc1ccc(NS(=O)(=O)c2cccc(C(=O)NCC(c3ccco3)N3CCCCC3)c2)cc1 (stereo not drawn)	0.9%	-13.5%	-1.0%	-2.1%	1.4%	-4.2%[57.1 µM]	-8.4%[57.1 µM]	-14.7%	-23.9%
25	CCc1nnc2sc(-c3ccc(NC(=O)c4ccc5c(c4)OCCO5)cc3)nn12	2.3%	1.9%	1.3%	-18.3%	-2.4%	50.6%[activator]	48.2%[activator]	-3.9%	5.3%
26	COc1ccc(N2CCN(C3CCCN(C(=O)CSC)C3)CC2)cc1 (stereo not drawn)	-0.9%	-1.6%	3.2%	8.2%	-12.4%	-3.0%	10.7%	8.4%	3.9%
27	CCOc1cc(C(=O)Nc2cc3c(cc2N2CCOCC2)n(C)c(=O)n3C)cc(OCC)c1OCC	-1.7%&2.6%	-3.7%&-2.5%	1.8%&2.1%	-3.9%&-3.3%	-22.1%&-1.2%	1.8%[57.1 µM]	10.4%[57.1 µM]	-45.4%[56.9 µM]	0.0%&-19.6%
28	COCc1c(C(=O)Nc2ccc(C)c(S(=O)(=O)N3CCOCC3)c2)oc2ccccc12	x	-1.7%	-4.1%	-5.4%	-22.3%	5.1%	17.0%	-25.5%	-32.1%
29	OC(COc1ccc2c(c1)OCO2)CN1CCCCC1 (stereo not drawn)	2.1%	0.5%	2.1%	-1.1%	-13.7%	5.1%	19.3%	-6.0%	-2.1%
30	Cc1ccc(OCC(=O)Nc2nonc2-c2ccc(Br)cc2)cc1C	1.4%	x	x	x	-15.0%	79.8%[activator]	0.4%	-2.2%	u

Continued.
entry	smiles	RXFP1 ag	mIDH1 inhibitor	Vif-A3G inh	Vif-APOBEC3F blk	USP1 inh	TrxR1 substrate	TrxR1 inh	RGS4 inhibitor	12-LOX inh
31	CCOc1ccccc1CNC(=O)CCc1cn(C)c2ccccc12	0.8%&0.4%	11.2%&-6.7%	-6.2%&5.8%	10.1%&0.7%	-10.7%&-24.6%	6.9%	-0.4%	-23.2%&33.8%	u
32	COCCNC(=O)Nc1ccc2nc(C)sc2c1	0.9%	5.0%	0.7%	-1.2%	-5.3%	16.2%[57.1 µM]	36.9%[57.1 µM]	-6.3%	3.2%
33	CC(Sc1nncn1C)C(=O)Nc1ccc(N2CCCCC2)cc1 (stereo not drawn)	0.1%	-6.8%	-6.6%	-3.5%	-16.5%	3.0%	0.7%	-3.6%	-18.5%
34	CC(=O)Nc1ccc(S(=O)(=O)NC2CCCCCC2)cc1	-1.4%	-6.9%	2.5%	-0.2%	-5.1%	5.8%	33.0%	24.8%	-2.4%
35	Cc1ccc(S(=O)(=O)Cc2ccc(C(=O)NCc3cccs3)o2)cc1	2.8%	-4.8%	-0.3%	4.2%	-19.0%	11.4%[57.1 µM]	4.0%[57.1 µM]	25.2%	2.8%
36	Cc1ccc(S(=O)(=O)Nn2c(C)ccc2C)cc1	-0.6%	0.6%	0.1%	2.9%	-18.9%	12.2%[57.1 µM]	-24.4%	-9.1%	u
37	CCOC(=O)c1c(NC(=O)COc2cccc(C)c2C)sc(C(C)=O)c1C	4.5%	0.0%	-0.1%	1.4%	-12.8%	3.9%	11.3%	-13.7%	-11.9%
38	CCCCN(C(=O)c1ccco1)c1c(N)n(CCC)c(=O)[nH]c1=O	1.5%	19.5%	1.1%	-2.9%	-2.0%	-2.4%	-1.2%	-4.7%	120.4%[activator]
39	Cc1c(N(C(=O)Nc2ccccc2)C2=NCC(C)S2)c(=O)n(-c2ccccc2)n1C (stereo not drawn)	-1.2%	4.6%	-1.0%	3.4%	-9.5%	9.9%	16.7%	-10.1%	5.7%
40	CCN(CC)CCN1C(=O)C(O)=C(C(=O)c2ccc(C)o2)C1c1ccccn1 (stereo not drawn)	x	3.4%	1.8%	-0.5%	-21.9%	-6.0%	u	8.4%	x
41	CCOc1ccccc1NC(=O)CN1C(=O)COc2ccc(Cl)cc21	2.9%	-1.7%	-0.6%	-12.5%	-6.0%	9.5%[57.1 µM]	7.7%[57.1 µM]	2.9%	-11.4%
42	CC(=O)c1c(N2CCOCC2)nc2ccc(Cl)cc2c1-c1ccccc1	1.2%	-12.1%	-1.2%	3.8%	-19.5%	5.5%[57.1 µM]	22.2%[57.1 µM]	1.0%	-10.2%

Screening results: PubChem, National Center for Advancing Translational Sciences (NCATS)

Not all compounds are listed; count on the stated rates, not on these rows.
